Screening data as filed in PubChem.
CAL PDZ FP-1 – inhibitors of human CAL PDZ peptide binding; AID 602252; 300,000 tested, 0.92% active; Q9HD26; purified CAL PDZ, TMR-peptide fluorescence polarization, 1 h; inhibition, % at 24.9 µM;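 active = mean inhibition of at least 30% with at least half of replicates also reaching 30%; inconclusive = no clear call, values can overlap the other calls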;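 note: 0% = DMSO neutral control and 100% = excess unlabeled competitor peptide PRC23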
Rtt109 Vps75 – inhibitors of Candida albicans Rtt109/Vps75 histone acetyltransferase | inhibition, % at 34.9 µM | Q5AAJ8 | 330,000 tested, 0.16% active | purified Rtt109/Vps75, ThioGlo CoA-SH fluorescence, 4 h | AID 540336;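 active = inhibition of at least 50% in every replicate; inconclusive = best replicate reaches 50% inhibition but some replicates fall short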
NSD2 HMT inh – NSD2 (human) methyltransferase inhibition | O96028 | NSD2 peptide methylation, AlphaScreen, 120 min | inhibition, % at 12.5 µM | 310,000 tested, 0.54% active | AID 743445; in the data active = inhibition above about 50%
Target sequence (O96028 whole entry, looked up): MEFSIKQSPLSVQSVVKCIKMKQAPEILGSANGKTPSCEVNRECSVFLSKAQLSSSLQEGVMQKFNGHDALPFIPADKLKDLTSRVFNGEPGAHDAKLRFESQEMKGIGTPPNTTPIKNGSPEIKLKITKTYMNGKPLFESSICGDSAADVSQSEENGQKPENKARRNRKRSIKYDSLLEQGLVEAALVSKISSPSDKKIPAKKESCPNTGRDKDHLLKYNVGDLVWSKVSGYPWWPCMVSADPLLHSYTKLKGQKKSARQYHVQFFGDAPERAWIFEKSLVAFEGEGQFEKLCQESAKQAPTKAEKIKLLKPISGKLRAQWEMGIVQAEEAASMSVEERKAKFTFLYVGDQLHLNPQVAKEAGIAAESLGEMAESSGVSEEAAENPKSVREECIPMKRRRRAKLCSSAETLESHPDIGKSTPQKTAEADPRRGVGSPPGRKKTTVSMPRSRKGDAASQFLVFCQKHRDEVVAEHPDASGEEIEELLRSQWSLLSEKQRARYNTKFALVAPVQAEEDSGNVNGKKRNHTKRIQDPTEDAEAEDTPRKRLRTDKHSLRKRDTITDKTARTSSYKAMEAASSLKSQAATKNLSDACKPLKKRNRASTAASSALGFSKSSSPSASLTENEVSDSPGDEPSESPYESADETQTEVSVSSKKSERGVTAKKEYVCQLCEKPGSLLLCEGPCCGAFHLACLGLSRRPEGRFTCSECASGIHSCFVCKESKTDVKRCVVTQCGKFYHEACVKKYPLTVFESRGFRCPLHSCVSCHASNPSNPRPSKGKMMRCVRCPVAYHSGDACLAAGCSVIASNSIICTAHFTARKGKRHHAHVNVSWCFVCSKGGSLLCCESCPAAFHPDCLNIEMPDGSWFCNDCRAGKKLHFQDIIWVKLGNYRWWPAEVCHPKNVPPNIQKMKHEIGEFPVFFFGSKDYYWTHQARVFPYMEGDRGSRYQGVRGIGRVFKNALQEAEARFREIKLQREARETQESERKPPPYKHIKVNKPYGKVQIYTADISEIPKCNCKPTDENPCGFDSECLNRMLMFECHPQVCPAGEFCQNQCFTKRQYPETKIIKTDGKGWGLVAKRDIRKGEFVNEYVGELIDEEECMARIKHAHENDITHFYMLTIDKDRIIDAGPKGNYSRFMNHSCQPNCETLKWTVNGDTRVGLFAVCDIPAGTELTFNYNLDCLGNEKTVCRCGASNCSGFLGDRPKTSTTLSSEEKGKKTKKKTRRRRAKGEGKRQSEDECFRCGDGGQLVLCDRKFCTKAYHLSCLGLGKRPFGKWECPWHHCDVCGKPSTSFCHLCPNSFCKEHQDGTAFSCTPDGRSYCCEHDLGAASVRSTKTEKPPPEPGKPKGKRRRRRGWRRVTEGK
dFosB activator – mouse delta FosB homodimer activation. 340,000 tested, 0.99% active. P13346. activation, % at 25 µM. AID 493131. purified delta FosB, TAMRA-CDK5 oligo fluorescence polarization; percent of positive-control signal above neutral wells;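 active = mean activation above about 17%, with every replicate also reaching it, limit read from the data, passing the limit was not always enough; inconclusive = only one of the two conditions met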;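 note: fluorescence polarization rise as delta FosB binds a TAMRA Cdk5 AP-1 oligo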
MITF TRPM1 HTS – increases MITF-driven TRPM1 promoter luciferase signal | SK-MEL-5 TRPM1-promoter luciferase, 24 h; % of positive control, neutral wells = 0 | activation, % at 12.5 µM | 300,000 tested, 0.75% active | AID 588334;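 active = mean activation of at least 80% with every replicate also reaching 80%; inconclusive = mean reaches 80% but some replicate falls short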;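 note: 0% = neutral control wells and 100% = parthenolide positive control wells; values of inactives mirror those of a sister screen read the other way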
SR-BI DiI-HDL act – enhances SR-BI lipid uptake from DiI-HDL. CHO ldlA[mSR-BI] cells, DiI-HDL uptake fluorescence, 3 h; 100 = double the neutral-control signal. activation, % at 12.5 µM. 320,000 tested, 0.096% active. AID 504775;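 active = mean replicate activation of at least 60% and every replicate at or above 60%; inconclusive = mean or all-replicate condition met, but not both; inactive = mean below 60% and not all replicates reaching 60%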;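 note: 0% = median plate neutral-control signal and 100% = twice that signal; values of inactives mirror those of a sister screen read the other way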
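Assay system: CHO ldlA[mSR-BI] cells, LDL receptor-null, SR-BI overexpressing; medium: Ham's F12 with 0.5% BSA, HEPES 25 mM, pH 7.4; also added: DiI-HDL 10 µg/mL; timing: 3 h uptake period with compound, 37 °C; signal: DiI fluorescence, bottom read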
PfHsp90 set2 – reduces growth (ATP signal) of yeast expressing P. falciparum Hsp90; S. cerevisiae expressing PfHsp90, BacTiter-Glo ATP, 48 h; yeast lacking PDR1 and PDR3 efflux regulators; inhibition, % at 9.4 µM; 310,000 tested, 0.32% active;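 active = every replicate shows inhibition above about 80%, whatever the replicate mean, limit read from the data; inconclusive = mean inhibition reaches the set limit but some replicate falls short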;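 note: 0% = DMSO neutral controls and 100% = 20 µM radicicol positive controls; yeast relying on Plasmodium falciparum Hsp90 in place of its own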
PvdQ acylase – P. aeruginosa PvdQ acylase inhibition; purified PvdQ acylase, fluorescence plate reader; inhibition, % at 10 µM; 340,000 tested, 0.063% active; in the data active = inhibition above about 30%, passing the limit was not always enough; inconclusive = no clear call, values can overlap the other calls;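 note: 0% = vehicle neutral wells and 100% = reference inhibitor wells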
SR-BI DiI inh – blocks mouse SR-BI lipid uptake from DiI-HDL | Q61009 | ldlA[mSR-BI] CHO cells, DiI-HDL uptake fluorescence, 3 h | inhibition, % at 12.5 µM | 320,000 tested, 0.96% active | AID 488896;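 active = mean replicate inhibition of at least 70% and a set share of replicates each scoring 70 or more; inconclusive = meets just one of the two criteria; inactive = fails both criteria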;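 note: 0% = median of neutral control wells and 100% = median of positive control wells; values of inactives mirror those of a sister screen read the other way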
CAL PDZ FP-2 – blocks peptide binding to human CAL PDZ domain | inhibition, % at 20 µM | 330,000 tested, 0.02% active | AID 504414 | purified CAL PDZ, TMR-peptide fluorescence polarization, 1 h;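 active = highest replicate inhibition of at least 40%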;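 note: plate controls were DMSO neutral control wells for no effect and unlabeled competitor peptide control wells for full effect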
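material = purified tagged CAL PDZ domain construct (CerCALP) | compound dosing = 20 µM, one dose | times = 1 h at RT | measured by = fluorescence polarization from S- and P-plane intensities, G-factor corrected | read-out = inhibition from polarization loss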
The depositor's hits bear a star; ? = inconclusive; . = not tested or not shown.

Values run as follows: MITF TRPM1 HTS | PvdQ acylase | Rtt109 Vps75 | PfHsp90 set2 | NSD2 HMT inh | CAL PDZ FP-1 | SR-BI DiI inh | CAL PDZ FP-2 | SR-BI DiI-HDL act | dFosB activator
Cc1nn(Cc2ccccc2Cl)c(C)c1C(=O)N1CCN(c2ccccc2)CC1
→ -5 | 6 | 5 | . | 0 | -2 | 38 | -0.1 | -38 | 0
O=C1C2CC=CCC2C(=O)N1Cc1ccccc1Cl (stereo unspecified)
→ 4 | -13 | 1 | 2 | 0 | -4 | 4 | -0.6 | -4 | 4
OCCC1CN(Cc2cn[nH]c2C2CCCCC2)CCN1C1CCCCC1 (stereo unspecified)
→ -5 | -2 | 10 | -14 | -7 | 2 | -13 | -1.0 | 13 | 2
Cc1cccc(NC(=O)C2(c3ccccc3)CC2(Cl)Cl)c1 (stereo unspecified)
→ -4 | -6 | 2 | -8 | -8 | -1 | 23 | -1.8 | -23 | -4
CCCc1cc(=O)oc2cc(C)cc(OC(C)C(=O)NCC(O)c3ccccc3)c12 (stereo unspecified)
→ -4 | -2 | -4 | -32 | 1 | . | 4 | -0.7 | -4 | -14
CC(Sc1nc2ccccc2c(=O)n1CCCN1CCOCC1)C(=O)N1CCc2ccccc21 (stereo unspecified)
→ -5 | -6 | -1 | -6 | 0 | -2 | . | -2.1 | . | 0
O=C(CSc1ncccn1)N1CCCc2ccccc21
→ 2 | -2 | 1 | 2 | -3 | . | -17 | -1.0 | 17 | 5
CCN1C(=O)[C@H]2[C@@H](c3ccc(-c4ccc(OC)cc4)c(OC)c3)N3CCCC[C@@]3(C(=O)OC)[C@H]2C1=O
→ -5 | 5 | 0 | -12 | . | -6 | -16 | -0.4 | 16 | 2
COCCn1c(=S)[nH]c2cc(C(=O)N3CCCC(C)C3)ccc2c1=O (stereo unspecified)
→ -11 | -1 | -2 | 6 | -1 | 2 | 8 | -1.6 | -8 | -10
O=[N+]([O-])c1cccc(-c2nc3ccccc3s/c2=N/O)c1
→ -2 | -34 | 5 | -99 | 26 | -7 | 11 | -0.8 | -11 | 9
Cc1cccc(NC(=O)C2CCCN(S(=O)(=O)c3c(C)nn(C)c3C)C2)n1 (stereo unspecified)
→ -2 | -3 | -8 | 4 | . | -2 | . | 0.6 | . | 6
CC(C)COc1nc2c(c(=O)n(C)c(=O)n2C)n1C
→ 10 | -21 | -5 | 14 | -1 | -6 | -9 | -0.8 | 9 | -1
C[C@@]1([C@@H](NC(=O)c2cccs2)c2ccc(-c3ccccc3)cc2)C[C@H]1C1CCCCC1
→ 16 | 15 | 5 | -3 | . | -1 | -6 | 0.0 | 6 | 5
CCN(Cc1ccccc1)S(=O)(=O)c1cc(C(=O)c2c(N)n(C)c(=O)n(C)c2=O)ccc1OC
→ 6 | -3 | 2 | -13 | -1 | -6 | 10 | -0.6 | -10 | -5
CC1=NN(c2cccc(Cl)c2)C(=O)C1
→ -8 | 1 | 3 | 6 | . | 8 | . | 1.1 | . | -6
O=C(Cn1nc([N+](=O)[O-])nc1Br)NC1CCCCC1
→ -10 | -18 | -3 | -52 | 29 | -4 | -10 | -2.6 | 10 | -9
COc1ccc2oc(=Nc3ccccc3)c(-c3nc4ccccc4[nH]3)cc2c1
→ 12 | 5 | -19 | 7 | -3 | -2 | 8 | -0.2 | -8 | -2
C[C@H](NC(=O)OC(C)(C)C)C(=O)N/N=C/C1=Cc2ccccc2OC1
→ -2 | -8 | 7 | 8 | 1 | . | -13 | -0.9 | 13 | 1
COc1ccccc1NS(=O)(=O)c1ccc(C)c(C(=O)NCC2(N(C)C)CCCCC2)c1
→ 5 | 1 | ? | -19 | 3 | 16 | -19 | -0.7 | 19 | -5
O=C(Cc1ccccc1[N+](=O)[O-])N/N=C/c1cccnc1
→ -3 | -7 | 2 | -3 | -4 | 5 | -11 | -1.6 | 11 | 9

More entries follow:
Values run as follows: MITF TRPM1 HTS | PvdQ acylase | Rtt109 Vps75 | PfHsp90 set2 | NSD2 HMT inh | CAL PDZ FP-1 | SR-BI DiI inh | CAL PDZ FP-2 | SR-BI DiI-HDL act | dFosB activator
CCc1nnc(NS(=O)(=O)c2ccc(NC(=S)NC(=O)/C=C/c3ccccc3)cc2)s1
→ 4 | 1 | -34 | -23 | 16 | -2 | -2 | -1.8 | 2 | -17
Cc1cccc(NC(=O)c2cccc(N3C(=O)C4C5CCC(C5)C4C3=O)c2)c1C (stereo unspecified)
→ -8 | -14 | 6 | . | -2 | . | -23 | -0.3 | 23 | -2
N#C/C(=C/c1ccc(-c2cc([N+](=O)[O-])ccc2Cl)o1)C(N)=O
→ 3 | -18 | -21 | -33 | 0 | 0 | . | -1.0 | . | 3
COC(=O)C1=C(C)NC(=O)C1(NC(=O)c1cccnc1)C(F)(F)F (stereo unspecified)
→ -2 | 2 | -2 | 24 | 10 | 0 | -22 | -1.5 | 22 | 3
O=C(CC1SC(N2CCOCC2)=NC1=O)Nc1ccccc1F (stereo unspecified)
→ 1 | -13 | -5 | 26 | -5 | . | -4 | -1.9 | 4 | -6
CCOC(=O)CN1C(=O)S/C(=C/c2cc(C)n(-c3ccccn3)c2C)C1=O
→ 53 | -7 | 6 | -38 | 9 | -1 | 20 | . | -20 | 0
O=C(CSc1nnc(Cc2ccccc2)o1)Nc1ccc(Br)cn1
→ -7 | -12 | -9 | -23 | -2 | -1 | 15 | 2.5 | -15 | 10
Cc1cc(C)c(S(=O)(=O)NCCSCc2ccco2)c(C)c1
→ 4 | -8 | 0 | -22 | . | -4 | 2 | -0.8 | -2 | -9
O=C(OCCOCCN=C1NS(=O)(=O)c2ccccc21)c1ccccc1Br
→ -2 | 6 | 6 | 15 | 8 | -8 | 4 | -2.2 | -4 | -9
CCCS(=O)(=O)c1nc(S(=O)(=O)c2ccc(C)cc2)c(NCCN2CCOCC2)s1
→ -10 | -19 | 1 | 11 | 0 | -1 | -7 | 0.2 | 7 | -8
CCC1CCCCN1CCCNC(=O)Cn1ncc2c(C)n(Cc3ccccc3Cl)c(C)c2c1=O (stereo unspecified)
→ -5 | -9 | 14 | -1 | . | 6 | -8 | -0.2 | 8 | -9
O=C(NCCCN1CCOCC1)c1cc(S(=O)(=O)N2CCN(c3ccccc3)CC2)ccc1Cl
→ 3 | -11 | 3 | . | -1 | -1 | 7 | -1.8 | -7 | -10
C=CC[C@@H](CC(=O)N[C@@H](CO)Cc1ccccc1)C(=O)N[C@@H](COC(=O)[C@H](CC=C)CC(=O)OC(C)(C)C)Cc1c[nH]c2ccccc12
→ -8 | -8 | -10 | 9 | . | 3 | -10 | -0.7 | 10 | -11
COc1ccccc1-c1cc(C(=O)N/N=C/C=C/c2ccccc2[N+](=O)[O-])c2ccccc2n1
→ -10 | -7 | 9 | -3 | 6 | -4 | 46 | -0.8 | -46 | -6
CCCCCCc1c(O)nc(SCC(=O)O)[nH]c1=O
→ . | -4 | -6 | 35 | . | . | -9 | -1.1 | 14 | 4
CCOC(=O)Cn1nc(-c2ccccc2)c2cnc3ccc(C)cc3c21
→ . | 2 | -1 | -9 | . | . | 33 | -0.9 | -33 | -7
O=C1N/C(=N/N=C/c2ccco2)SC1Cc1ccccc1 (stereo unspecified)
→ -15 | -9 | 1 | -31 | 0 | . | -5 | -0.3 | 5 | 21*
COc1ccccc1NS(=O)(=O)NC(=O)c1cn(C)c2ccccc12
→ -2 | -8 | 0 | -25 | 1 | -1 | 0 | -1.6 | 0 | -6
CCOC(=O)C1=C(NC(=S)NC(=O)c2ccccc2)c2ccccc2CC1(C)C
→ . | -9 | 3 | -3 | -1 | -1 | 6 | -0.5 | -6 | -8
COc1ccc(N2CC(C(=O)Nc3c(C(N)=O)oc4ccccc34)CC2=O)cc1 (stereo unspecified)
→ 2 | -6 | -4 | 43 | -1 | -2 | -2 | -2.9 | 2 | -12

(cont.)
Values run as follows: MITF TRPM1 HTS | PvdQ acylase | Rtt109 Vps75 | PfHsp90 set2 | NSD2 HMT inh | CAL PDZ FP-1 | SR-BI DiI inh | CAL PDZ FP-2 | SR-BI DiI-HDL act | dFosB activator
O=C(N/N=C/C(Br)=C/c1ccccc1)c1ccccc1F
→ 70 | 6 | 23 | 28 | 2 | -8 | 4 | -2.3 | -4 | -14
COc1ccc(CNC(=O)COc2cc(O)c3c(c2)OC(C)(C)CC3=O)c(OC)c1
→ . | -2 | 1 | 7 | . | 6 | 44 | -1.7 | -44 | -9
O=C(CN1CCCC(O)C1)N1c2ccccc2Sc2ccc(C(F)(F)F)cc21 (stereo unspecified)
→ 1 | -9 | -1 | -3 | . | . | -17 | -0.2 | 17 | -2
CN(CCC#N)C(=O)COC(=O)c1ccccc1OCc1ccccc1Cl
→ 10 | -9 | 9 | -44 | 5 | 4 | 26 | -0.3 | -26 | -2
CC1(C)Cc2c(sc(NC(=O)COc3ccc(Cl)cc3)c2C#N)C(C)(C)N1
→ . | -10 | -6 | -9 | 3 | -4 | . | -1.1 | . | -1
COC(=O)C1=C(C(=O)OC)[C@]2([C@H]3CC=CCN[C@@H](Cc4ccccc4)C(=O)N3Cc3ccccc3)C=C[C@H]1O2
→ -11 | -9 | 7 | 13 | . | -1 | -16 | -0.1 | 16 | 0
CC(NC(=S)NC(=O)c1ccccc1)c1ccccc1 (stereo unspecified)
→ 4 | 7 | 4 | 7 | -1 | . | -19 | -0.3 | 19 | 0
COc1cccc(C2NC(c3cccc(OC)c3O)C(C)C(=O)C2C)c1O (stereo unspecified)
→ 12 | -9 | -5 | -2 | 4 | . | -3 | -3.4 | 3 | -4
CC(C)(C)OC(=O)CN1C(=O)NC(Cc2c[nH]c3ccccc23)C1=O (stereo unspecified)
→ 5 | -5 | -4 | -2 | -1 | -1 | 5 | 0.8 | -5 | -1
COc1ccc(-c2ccc(C#N)c(SCC(=O)Nc3sc4c(c3C#N)CCC4)n2)cc1
→ -4 | -16 | 4 | -21 | -3 | -2 | . | -0.8 | . | -4
COc1ccc(N2CCN(C(=O)CN(C)S(=O)(=O)c3cnc[nH]3)CC2)cc1
→ -3 | -8 | 0 | -4 | 0 | -3 | -27 | -0.3 | 27 | 4
CCOC(=O)CN1C(=O)CN(c2ccc(C)cc2)C1=O
→ 14 | -14 | 1 | -14 | -1 | 6 | -21 | -0.3 | 21 | 1
CCOc1ccc(NC(=O)CN(c2ccc(OC)cc2)S(=O)(=O)c2cccs2)cc1
→ -6 | 0 | 4 | -15 | -1 | . | 23 | -1.6 | -23 | 5
CCOC(=O)C1CCN(S(=O)(=O)c2ccc(C)cc2)CC1
→ 1 | -16 | 4 | 26 | -1 | 3 | -2 | -1.1 | 2 | -3
O=C(c1cnccn1)N(c1ccccc1)C1(C(=O)NC2CCCCC2)CCCCC1
→ 7 | -8 | 2 | 24 | -4 | -1 | . | -2.3 | . | -3
